ALOX12 inhib – 12-hLO (ALOX12) enzyme inhibition; purified 12-hLO, xylenol orange hydroperoxide absorbance; Potency, µM (series often up to 57.1 µM), for the others: top-dose activity change, negative = inhibition, actives largely listed as inhibitors; AID 1452; 150,000 tested, 0.12% active; further: potency means the concentration at half of the fitted maximal effect; nearly all actives have a fitted effect of over 55% in size; many of its hits are not listed in these tables
Target sequence (P18054 whole entry, looked up): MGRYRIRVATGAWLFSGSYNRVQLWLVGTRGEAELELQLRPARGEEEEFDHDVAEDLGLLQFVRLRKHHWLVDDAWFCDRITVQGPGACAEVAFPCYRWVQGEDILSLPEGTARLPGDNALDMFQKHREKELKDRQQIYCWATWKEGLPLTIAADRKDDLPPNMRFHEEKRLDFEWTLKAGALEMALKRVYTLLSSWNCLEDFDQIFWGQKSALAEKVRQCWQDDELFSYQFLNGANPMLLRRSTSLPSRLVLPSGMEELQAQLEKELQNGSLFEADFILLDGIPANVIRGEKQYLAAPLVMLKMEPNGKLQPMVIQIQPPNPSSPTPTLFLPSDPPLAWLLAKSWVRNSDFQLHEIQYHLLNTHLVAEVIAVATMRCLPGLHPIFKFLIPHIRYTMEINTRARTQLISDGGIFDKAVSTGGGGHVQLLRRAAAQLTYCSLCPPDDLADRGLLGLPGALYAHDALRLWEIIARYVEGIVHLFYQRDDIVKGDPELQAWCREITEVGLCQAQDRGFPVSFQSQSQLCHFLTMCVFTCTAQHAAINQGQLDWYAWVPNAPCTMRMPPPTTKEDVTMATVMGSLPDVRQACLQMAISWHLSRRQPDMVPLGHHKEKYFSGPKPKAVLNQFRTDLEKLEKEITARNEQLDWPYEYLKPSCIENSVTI
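Lipoxygenase turnover measured by absorbance at 573 and 405 nm after Fe-XO development. Human 12hLO 150 nM, arachidonate 40 uM, pH 7.0 Hepes buffer with detergent; 15 min compound preincubation, 30 min reaction.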
IMPase cell inh – cell-permeable inhibitors of inositol monophosphatase (IMPase); CHO-M1 cells, IP1 accumulation, HTRF TR-FRET ratio; inhibition (IP1 accumulation), % at 46.1 µM; 120,000 tested, under 10 active; active means well fitted curve in the direction sought with a large enough effect in the signal ratio, not every such curve was filed as active; inconclusive means small, poorly fitted or top-dose-only effect, or a change in a side signal; inactive means no such curve, though single readings can be large or run the other way; the % refers to the signal ratio;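 further: cells stimulated with carbachol in lithium chloride buffer; plate controls were DMSO basal wells for no effect and reference inhibitor wells for full effect; higher means more IMPase inhibition seen as more IP1 and lower FRET ratio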
Target sequence (P97697 whole entry, looked up): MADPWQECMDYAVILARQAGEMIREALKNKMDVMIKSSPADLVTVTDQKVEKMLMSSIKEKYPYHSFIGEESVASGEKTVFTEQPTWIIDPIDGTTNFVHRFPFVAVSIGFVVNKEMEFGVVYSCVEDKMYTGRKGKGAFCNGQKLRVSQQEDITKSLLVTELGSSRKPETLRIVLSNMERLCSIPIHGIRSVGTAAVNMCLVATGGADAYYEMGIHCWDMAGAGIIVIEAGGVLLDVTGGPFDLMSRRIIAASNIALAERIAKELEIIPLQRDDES
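CHO-M1, 2000 cells/well, cultured 16–30 h; cpd up to 46 uM; carbachol (50 uM solution, stimulation buffer w/ 50 mM LiCl, pH 7.4), 30 min 37C; IP-One TR-FRET, 10 min RT; Ex 320/Em 665, 620; Hill-fit AC50.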
PNC inhibitor – inhibitors of perinucleolar compartment assembly; PC3M PTB-GFP, PNC prevalence imaging, 16 h; hits give low values; activity change (PNC), negative = inhibition, % at 10 µM; 140,000 tested, 3.1% active; AID 2417;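 active means readout at or below -70, meaning at least 70% loss of cells showing the perinucleolar compartment, a nuclear body marking cancer cells; inconclusive means readout between -30 and a set limit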;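 further: plate controls were DMSO wells for no effect and camptothecin positive control wells for full effect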
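Compounds are pinned in duplicate onto adhered PC3M cells stably expressing GFP-tagged PTB and incubated 16 h at 37 C. Cells are then fixed, nuclei stained with Hoechst, and PNC-positive cells counted.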
ALOX15B inhib – inhibitors of human 15-lipoxygenase 2 (ALOX15B); O15296; purified 15hLO-2, xylenol orange hydroperoxide absorbance; Potency, µM (top dose mostly 57.1 µM), for inactives: at the top dose activity change, negative = inhibition, actives largely listed as inhibitors; 110,000 tested, 0.56% active; AID 881; further: potency means the concentration at half of the fitted maximal effect; nearly all actives have a fitted effect of over 60% in size; many of its hits are not listed in these tables
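Purified human 15hLO-2 (50 nM final) preincubated with compounds 15 min at room temperature in 25 mM Hepes pH 7.5, 0.01% Triton X-100, then 45 uM arachidonic acid added for 90 min; hydroperoxide detected via ferrous/xylenol orange, 573/405 nm absorbance ratio.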
* hit, by the source's call; ? = inconclusive; · = no result given; [ ] = another dose, or the depositor's remark. Unless noted, the call rests on the fitted dose curve; in most records, active means well fitted curve in the direction sought with a large enough effect; inconclusive means small, poorly fitted or top-dose-only effect, or another doubt; inactive means no such curve, though single readings can be large; an effect the other way counts as inactive or inconclusive. Unless noted, on the % scale 0 is the no-effect control and ±100 the full control effect. Not all compounds are listed. The share of hits here may be higher or lower than overall.

SMILES	ALOX12 inhib	IMPase cell inh	PNC inhibitor	ALOX15B inhib
Cc1nc(C2CC(=O)OC23CCCCC3)cs1 (stereo not given)	-1%	3	-15	-14%
CCOC(=O)N1CCN(C(=O)COc2ccc(S(=O)(=O)NC(C)C)cc2)CC1	-8%	2	3	0%
CC1CCC(C(C)C)C(OC(=O)COC(=O)c2cccn2C)C1 (stereo not given)	-8%	7	-9	12%
CCn1c(CNC(=O)c2cccs2)n[nH]c1=S	-1%	·	-109*	·
Cn1cc(Cl)c(C(=O)N2CCN(c3ncccn3)CC2)n1	0%	5	76	·
O=C(CSc1ccccc1[N+](=O)[O-])NC1CCS(=O)(=O)C1 (stereo not given)	1%	·	23	·
O=S(=O)(c1ccc(F)cc1)n1ccc(-c2cccc(OCc3c(F)cccc3Cl)c2)n1	13%	1	?	·
COc1ccccc1CSc1ncc(-c2ccc([N+](=O)[O-])cc2)[nH]1	-3%	·	-6	·
CS/C(=N\S(=O)(=O)c1cccs1)Nc1cccc(Cl)c1C	1%	-14	-21	·
CC(C)CC(OC(=O)c1cccs1)C(=O)NCC1CCCO1 (stereo not given)	-3%	3	26	0%
CC1CN(CCCCOc2ccc(C(C)C)cc2)CC(C)O1 (stereo not given)	-7%	12	?	7%
O=C(N/N=C/c1c[nH]c2ccccc12)c1sc2ccccc2c1Cl	-1%	-1	?	·
Cc1csc(N/N=C/c2ccc(O)c([N+](=O)[O-])c2)n1	?	13	?	-25%
CC1=C(C(N)=O)C(c2cccnc2)n2nc(-c3cccc(Cl)c3)nc2N1 (stereo not given)	-2%	-1	-20	12%
C/C(=C\c1cc(C(=O)O)c(C)o1)CO	5%	4	-3	0%
Cc1ccc(NC(=O)C2CCN(C(=O)NC3CCCCC3)CC2)cc1	-11%	·	1	·
CC1=CCC2C(=O)N(c3cccc(C(=O)N(C)C4CCCCC4)c3)C(=O)C2C1 (stereo not given)	-4%	-2	-18	-9%
CCCCNC(=O)Cc1c(O)c2ccccc2[nH]c1=O	8%	6	-112*	3%
O=C(NCCCN1CCOCC1)c1ccc(CS(=O)(=O)Cc2ccc(Cl)cc2)o1	1%	-2	0	0%
CC1(C)CC(=O)C2=C(C1)N(C1CCCCC1)C(=O)C2(O)C(F)(F)F (stereo not given)	6%	-7	8	-5%
Cc1ccccc1CNC(=O)c1ccccc1N	4%	-8	15	-2%
Cc1ncc(C[n+]2csc(CCOC(=O)CC3C4CC5CC(C4)CC3C5)c2C)c(N)n1 (stereo not given)	0%	13	-23	69%[activator]
Cc1ccc(OCC(=O)N2CCN(C(=O)Cc3ccccc3)CC2)cc1	-6%	1	5	0%
COc1cc(NC(=O)COC(=O)c2ccccc2F)cc(OC)c1	0%	8	-27	·
O=C(CN1C(=O)/C(=C\c2ccc(F)cc2)Oc2ccccc21)NCc1ccco1	-6%	-4	15	·

3 compounds from above, arranged by the number in IMPase cell inh, falling.
SMILES	ALOX12 inhib	IMPase cell inh	PNC inhibitor	ALOX15B inhib
CC1CN(CCCCOc2ccc(C(C)C)cc2)CC(C)O1 (stereo not given)	-7%	12	?	7%
CC(C)CC(OC(=O)c1cccs1)C(=O)NCC1CCCO1 (stereo not given)	-3%	3	26	0%
O=C(N/N=C/c1c[nH]c2ccccc12)c1sc2ccccc2c1Cl	-1%	-1	?	·

Additional entries:
SMILES	ALOX12 inhib	IMPase cell inh	PNC inhibitor	ALOX15B inhib
Cn1c(=O)c(-c2ccc(F)cc2)nc2cncnc21	-1%	·	·	2%
Cc1ccccc1-n1c(SCC(=O)c2c(N)n(C)c(=O)n(C)c2=O)nc2sc3c(c2c1=O)CCCC3	6%	7	?	·
Cc1ccc(SCC(=O)Nc2ccccc2C(=O)O)cc1	-1%	1	-5	-3%
O=C1NC(=O)c2cc(Nc3ccc(F)cc3)c(Nc3ccc(F)cc3)cc21	-2%[0.00818 µM]	·	·	-21%[0.0915 µM]
CC(=O)N1N=C(C)CC1c1ccc(O)cc1 (stereo not given)	0%	·	26	·
O=C(CCn1c(=O)sc2ccccc21)NCc1ccc2c(c1)OCO2	3%	6	-119*	·
CCOC(=O)c1oc2ccc(Br)cc2c1NC(=O)CN1CCN(C)CC1	5%	3	-12	47%[activator]
O=C1N=C(N2CCOCC2)SC1=C1CCCCC1	4%	-4	-16	-3%
COc1cc(/C=N/NC(N)=O)cc(Br)c1OCc1ccccc1C	-1%	2	-1	-8%
Cc1ccc(C2(C)NC(=O)N(Cc3c(C)noc3C)C2=O)cc1 (stereo not given)	3%	1	-23	3%
CCOc1ccccc1C(=O)Nc1ccccc1-c1ccccc1	2%	·	20	·
CCCCC(CC)C(=O)NCc1ccccc1OC (stereo not given)	7%	9	14	0%
CSc1nc2ccc(NC(=O)CSc3nnc(N)s3)cc2s1	2%	2	24	-6%
O=C(O)c1cccc(N/N=C/c2cccs2)c1	-1%	·	21	·
COc1c(Cl)ccc(Cl)c1C(=O)OCC(=O)O	-5%	15	24	7%
COP(=O)(OC)c1nc(-c2cccc3ccccc23)oc1NCc1ccccc1	-15%	-19	-17	·
Cc1ccc(C2=[N+]([O-])C3(CCCCC/C3=N\NC(N)=O)N(O)C2(C)C)o1 (stereo not given)	-4%	3	-12	-15%
CCOc1ccc(N(Cc2cc3cc(OC)ccc3[nH]c2=O)S(C)(=O)=O)cc1	-12%	3	25	-4%
COc1c(C)c2c(c(O)c1C/C=C(\C)CCC(=O)O)C(=O)OC2	-1%[0.00818 µM]	-11	·	-5%[0.0915 µM]
CC1CCC(C(=O)c2c(O)c3ccccc3oc2=O)CC1 (stereo not given)	3%	1	-17	-6%
COC(=O)c1ccccc1NC(=O)CSc1nnc(-c2cccnc2)n1C	1%	-3	295	·
O=c1c2c(nc3cc(-c4ccccc4)[nH]n13)CCC2	-1%	4	?	-5%
Cc1ccc(OCCCC(=O)Nc2nccs2)cc1	-2%	-3	?	5%
CCOC(=O)CN1Cc2cccc(C(=O)O)c2C1=O	-5%	2	13	2%
COc1ccc(N2CCN(C(=O)CN(c3ccccc3)S(=O)(=O)c3ccc(OC)cc3)CC2)cc1	-6%	2	18	-7%
SMILES	ALOX12 inhib	IMPase cell inh	PNC inhibitor	ALOX15B inhib
Clc1ccc(-n2ncc3c(NCc4ccc5c(c4)OCO5)ncnc32)cc1	-6%	0	-11	0%
O=C(Nc1nnc(SCC(=O)N2CCOCC2)s1)c1ccccc1	-1%	·	-89*	·
Cc1ccc(-n2c(SCC3CNC(=O)O3)nnc2-c2ccccc2)cc1C (stereo not given)	-1%	·	-12	·
CCOC(=O)c1ccc(NC(=O)N(CC)CC)cc1	-2%	12	-92*	1%
O=C(O)CSCC(=O)Nc1cccc(C(F)(F)F)c1	-5%	-9	-17	-6%
O=C1NC2(CCc3ccccc3C2)C(=O)N1CCOc1cccc(Cl)c1 (stereo not given)	3%	·	?	·
O=C1CC(SCc2nc3ccccc3[nH]2)C(=O)N1c1ccc(F)c(Cl)c1 (stereo not given)	-8%	1	13	-3%
NC(=O)c1ccsc1NC(=O)c1ccc2c(c1)CCCC2	-9%	·	27	·
Cc1ccc(S(=O)(=O)NC(CC(=O)N2CCOCC2)c2ccco2)cc1 (stereo not given)	-3%	-8[1.84 µM]	-91*	4%[11.4 µM]
Cc1ccc(S(=O)(=O)N2CCN(CC(=O)N/N=C/c3cc([N+](=O)[O-])ccc3Cl)CC2)cc1	-5%	1	26	·
CCNC(=O)COc1ccc(-c2ccccc2)cc1	3%	-1	-17	-2%
Cc1cc(NC(=O)CSc2nnc(NC(=O)C3CC(=O)N(c4ccccc4C)C3)s2)no1 (stereo not given)	-2%	·	?	·
Cc1nc(COC(=O)c2ccc(S(=O)(=O)N3CCCC3)cc2)cs1	-4%	4	?	-6%
O=C(Cn1cnc2ccccc2c1=O)Nc1nnc(C2CC2)s1	-1%	8	-10	·
CCOC(=O)c1oc2ccc(S(=O)(=O)n3nc(-c4ccc(C)cc4)cc3N)cc2c1C	-15%	3	-2	0%
CC(C)OC(=O)CSc1nnc(Cc2ccccc2)n1Cc1ccco1	1%	1	-7	-18%
COc1ccc(NC(=O)C2CCCN2S(=O)(=O)c2ccc3c(c2)CCC(=O)N3)cc1Cl (stereo not given)	3%	2	-7	-1%
O=C(Nc1cccnc1)C1CCCN(S(=O)(=O)c2ccccc2)C1 (stereo not given)	2%	6	6	1%
CCOC(=O)c1[nH]c(C)c(C(=O)Nc2cccc(Cl)c2C)c1C	-4%	-12	-11	-14%
O=C(NCCc1nc2ccccc2[nH]1)c1cc([N+](=O)[O-])cc([N+](=O)[O-])c1	2%	6	0	·
C1=C(CCNc2nnnn2-c2ccccc2)CCCC1	-4%	6	?	-3%
Cn1c(=O)c2c(nc(-n3ccnc3)n2Cc2ccc([N+](=O)[O-])cc2)n(C)c1=O	1%	1	28	0%
O=c1nc2ccccc2c2n1CC(CN1CCN(Cc3ccccc3)CC1)N2 (stereo not given)	0%	4	-27	29%
COC(=O)COc1ccc2c(-c3cccc([N+](=O)[O-])c3)cc(=O)oc2c1	-7%	6	87	24%
CCOC(=O)C1CCCN(CCC(=O)Nc2ccc3c(c2)CCC3)C1 (stereo not given)	4%	10	-18	22%

2 successive records already listed, for reference:
SMILES	ALOX12 inhib	IMPase cell inh	PNC inhibitor	ALOX15B inhib
O=C(Nc1cccnc1)C1CCCN(S(=O)(=O)c2ccccc2)C1 (stereo not given)	2%	6	6	1%
CCOC(=O)c1[nH]c(C)c(C(=O)Nc2cccc(Cl)c2C)c1C	-4%	-12	-11	-14%

Record cards (already shown):
Cc1cc(NC(=O)CSc2nnc(NC(=O)C3CC(=O)N(c4ccccc4C)C3)s2)no1 (stereo not given) as listed: ALOX12 inhib = -2%; IMPase cell inh = ·; PNC inhibitor = ?; ALOX15B inhib = ·
Cn1c(=O)c2c(nc(-n3ccnc3)n2Cc2ccc([N+](=O)[O-])cc2)n(C)c1=O as listed: ALOX12 inhib = 1%; IMPase cell inh = 1; PNC inhibitor = 28; ALOX15B inhib = 0%
O=C(O)CSCC(=O)Nc1cccc(C(F)(F)F)c1 as listed: ALOX12 inhib = -5%; IMPase cell inh = -9; PNC inhibitor = -17; ALOX15B inhib = -6%

Additional entries
SMILES	ALOX12 inhib	IMPase cell inh	PNC inhibitor	ALOX15B inhib
Cc1ccc2c(N)c(C)ccc2c1	-6%	4	6	-4%
COc1cccc(C(=O)NNC(=O)Cc2ccc(Cl)cc2)c1	-3%	·	-9	·
CCCc1nnc(NC(=O)COC(=O)c2cc(C)nc3ccccc23)s1	-6%	-5	-26	-12%
Cc1cc(C)n2nc(N)c(N=Nc3ccc(Cl)cc3)c2n1	0%	·	-19	·
CCOc1ccc(N(CC(=O)Nc2cccc(N(C)S(C)(=O)=O)c2)S(=O)(=O)c2ccccc2)cc1	-2%	·	47	·
O=C(CSc1ncccc1-c1nc2ccccc2[nH]1)N1CCCCC1	-8%	-2	24	-6%
COc1ccc(/C=C(\C#N)C(=O)NC2CCS(=O)(=O)C2)cc1OC (stereo not given)	1%	11	-119*	·
CC1Cn2c(CCc3ccccc3)nnc2S1 (stereo not given)	8%	1	29	-2%
O=C1OC(N2CCN(C(=O)c3ccco3)CC2)c2ccccc21 (stereo not given)	-5%	-8	-15	-6%
O=C(O)c1cccc(C[C@H](Br)C(=O)O)c1	-2%[11.4 µM]	·	·	-10%[11.4 µM]
C=CCOc1ccc(C=Nc2cccc(Cl)c2)c(O)c1	5%	·	21	·
CCN(CC)S(=O)(=O)c1cccc(C(=O)N[C@H](C(=O)NCc2ccccc2F)C(C)C)c1	1%	7	2	-4%
CN(C)c1ccc(C(=S)Nc2ccccc2)cc1	1%	·	35	·
Nc1oc2ccc(F)cc2c(=O)c1C=O	-8%	·	-4	·
O=C(NCCNC(=O)c1ccco1)c1cccc(F)c1	3%	-4	-28	-6%
O=C1CCc2cc(S(=O)(=O)N3CCN(C(=O)c4ccco4)CC3)ccc2N1	-3%	0	?	-3%
Cc1cc(C)c2c(n1)sc1c(N3CCN(CCO)CC3)ncnc12	-4%	-1	?	6%
Cc1cc([N+](=O)[O-])cnc1N1CCOCC1	-2%	·	-114*	·

Compound activity as filed in PubChem.
